UHRF1 MBD2 ctr: UHRF1 methylated DNA binding inhibitors, primary screen, counter-screen for MBD2 inhibitor project, biochemical, TR-FRET, human UHRF1, single concentration; AID 687016, 2013; 370,000 tested, 0.75% active; UHRF1 binding to methylated oligo; inhibition, % at 4.4 µM; E3 ubiquitin-protein ligase UHRF1 (Homo sapiens), Q96T88; in the data active = inhibition above about 21%;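 also: UHRF1 SRA domain binding a hemimethylated CpG hairpin DNA probe; 0% = median of test compound wells and 100% = reference inhibitor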
ADAM17 inh: ADAM17 inhibitors, primary screen, biochemical, QFRET | Disintegrin and metalloproteinase domain-containing protein 17 (Homo sapiens), P78536 | 370,000 tested, 0.83% active | inhibition, % at 6.95 µM | recombinant ADAM17, EDANS/DABCYL FRET peptide cleavage;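 active = inhibition above the mean of compounds lying between control limits plus 3 SD, set per campaign, cut at about 8.5% in these data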;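 also: 0% = DMSO-only wells as the low control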
Tn6 DDE FP: inhibitors of Tn6 peptide binding to fibrin DD(E), primary screen, biochemical, fluorescence polarization, human fibrin, Tn6 probe; Fibrinogen beta chain (Homo sapiens), P02675; 370,000 tested, 0.21% active; AID 720509, 2013; Fibrin DD(E) TRITC-Tn6 fluorescence polarization displacement; inhibition, % at 8.3 µM;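 active = inhibition above a per-campaign cutoff: mean of compounds within control limits plus 3 SD, cut at about 15% in these data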;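 also: 0% = median of all compound wells on the plate and 100% = blocking peptide control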
KLK7 zymogen act: proKLK7 zymogen activators, primary screen, biochemical, fluorescence intensity; 370,000 tested, 0.9% active; activation, % at 7 µM; Kallikrein-7 (Homo sapiens), P49862; purified proKLK7, EDANS-DABCYL substrate fluorescence; 100% is mature enzyme control, 0% vehicle;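 active = activation above the mean of all tested compounds plus 3 SD, computed per campaign excluding outliers beyond control limits, cut at about 13% in these data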
PLC-beta3 inh: human PLC-beta3 inhibitors, primary screen, biochemical, fluorescence; 370,000 tested, 0.18% active; inhibition, % at 12.2 µM; Purified PLC-beta3, fluorogenic substrate; 1-phosphatidylinositol 4,5-bisphosphate phosphodiesterase beta-3 (Homo sapiens), Q01970; in the data active = inhibition above about 11%;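 also: 0% = median of compound wells on plate and 100% = full blocker control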
Target sequence (Q01970 whole entry, looked up): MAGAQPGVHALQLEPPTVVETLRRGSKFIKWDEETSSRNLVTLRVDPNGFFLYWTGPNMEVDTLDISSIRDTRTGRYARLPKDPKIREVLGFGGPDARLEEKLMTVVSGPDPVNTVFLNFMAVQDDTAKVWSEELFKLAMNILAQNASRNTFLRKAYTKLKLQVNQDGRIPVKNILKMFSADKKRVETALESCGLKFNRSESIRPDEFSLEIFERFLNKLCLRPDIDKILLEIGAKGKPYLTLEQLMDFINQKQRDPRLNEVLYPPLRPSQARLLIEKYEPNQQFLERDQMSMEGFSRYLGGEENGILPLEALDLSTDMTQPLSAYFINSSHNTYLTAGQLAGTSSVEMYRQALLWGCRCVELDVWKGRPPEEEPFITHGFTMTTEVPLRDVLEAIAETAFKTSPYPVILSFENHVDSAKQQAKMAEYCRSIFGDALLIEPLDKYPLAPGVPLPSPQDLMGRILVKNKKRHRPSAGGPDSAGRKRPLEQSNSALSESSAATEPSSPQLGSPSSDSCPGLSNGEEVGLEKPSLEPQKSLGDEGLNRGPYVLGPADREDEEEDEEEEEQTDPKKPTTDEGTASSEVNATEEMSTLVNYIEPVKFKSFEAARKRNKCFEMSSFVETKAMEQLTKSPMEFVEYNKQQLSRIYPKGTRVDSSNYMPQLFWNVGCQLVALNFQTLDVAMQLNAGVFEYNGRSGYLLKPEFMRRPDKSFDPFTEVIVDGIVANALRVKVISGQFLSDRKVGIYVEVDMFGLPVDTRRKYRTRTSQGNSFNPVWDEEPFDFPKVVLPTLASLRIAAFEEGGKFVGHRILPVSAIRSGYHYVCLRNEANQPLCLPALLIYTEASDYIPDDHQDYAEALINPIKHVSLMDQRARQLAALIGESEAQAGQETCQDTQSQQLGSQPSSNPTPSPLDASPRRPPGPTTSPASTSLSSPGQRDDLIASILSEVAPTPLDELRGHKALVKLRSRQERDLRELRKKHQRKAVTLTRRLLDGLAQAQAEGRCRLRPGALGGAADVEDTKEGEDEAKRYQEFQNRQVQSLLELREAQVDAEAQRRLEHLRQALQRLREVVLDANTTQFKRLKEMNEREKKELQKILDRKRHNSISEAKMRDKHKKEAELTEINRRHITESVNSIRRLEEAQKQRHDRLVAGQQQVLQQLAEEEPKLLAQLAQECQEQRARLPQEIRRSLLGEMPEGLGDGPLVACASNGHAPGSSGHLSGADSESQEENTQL
MBD2 inh: inhibitors of MBD2 binding to methylated DNA, primary screen, biochemical, TR-FRET, DNA-binding domain, human | Methyl-CpG-binding domain protein 2 (Homo sapiens), Q9UBB5 | MBD2 binding to methylated oligonucleotide | 370,000 tested, 0.31% active | inhibition, % at 4.4 µM; in the data active = inhibition above about 13%
PLCg1 inh: PLC-gamma1 enzyme inhibitors, primary screen, biochemical, fluorescence, purified enzyme; AID 720700, 2013; inhibition, % at 12.2 µM; fluorogenic substrate; 370,000 tested, 0.84% active; in the data active = inhibition above about 9.5%
ASAP1 inh: inhibitors of human ASAP1 ArfGAP activity, primary screen, biochemical, fluorescence polarization. Arf-GAP with SH3 domain, ANK repeat and PH domain-containing protein 1 (Homo sapiens), …. ASAP1-stimulated ARF1 GTP hydrolysis, GDP FP detection. inhibition, % at 16.5 µM. 360,000 tested, 0.19% active. AID 624377, 2012; in the data active = inhibition above about 25%;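 also: 0% = vehicle with enzyme and substrate and 100% = no enzyme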
ARFGAP1 inhibitor: inhibitors of rat ARFGAP1 GAP activity, primary screen, biochemical, fluorescence polarization, GDP tracer; ADP-ribosylation factor GTPase-activating protein 1 (Rattus norvegicus), Q62848; Arfgap1-stimulated ARF1 GTP hydrolysis, GDP FP detection; inhibition, % at 16.5 µM; 360,000 tested, 0.26% active;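 active = inhibition above a per-plate limit, mean inhibition of low control wells plus 3 SD, cut at about 25% in these data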;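 also: 0% = DMSO wells with enzyme and 100% = wells lacking Arfgap1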
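Material: rat Arfgap1 GAP domain (His6, aa 1-136), purified enzyme. Also added: human ARF1(Δ1-17)-GTP substrate. Compound dosing: 16.5 µM single point, 1.26% DMSO. Timing: enzyme reaction 120 min at 25 °C after 20 min preincubation. Signal: GDP detection by fluorescence polarization. Read-out basis: percent inhibition of GAP-stimulated GDP formation, scaled between DMSO and no-Arfgap1 medians.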
Tn7 DDE FP: inhibitors of Tn7 peptide binding to fibrin DD(E), primary screen, biochemical, fluorescence polarization, human fibrin, Tn7 probe; FP displacement of FITC-Tn7 peptide from fibrin DD(E); 0% = median of compound wells per plate; inhibition, % at 8.3 µM; 370,000 tested, 0.13% active; AID 720508, 2013;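 active = inhibition above the mean of compounds falling within the control limits plus 3 SD of them, cut at about 14% in these data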;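 also: 0% = plate median of compound wells and 100% = 10 µM Aha-Tn7 peptide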
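Measure: % inhibition scaled between sample-field median and high-control FP; Test system: human fibrin DD(E); Quantity: 2 µM final DD(E) protein; Doses: one dose, 8.3 µM nominal; Schedule: compound with protein 10 min, then 3 h after probe, room temperature; Detection: fluorescence polarization; Medium: Tris buffer with calcium and detergent, pH 7.8.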
Starred values were filed as active, the others as inactive; i = inactive; . = no result given.

mol,UHRF1 MBD2 ctr,ADAM17 inh,Tn6 DDE FP,KLK7 zymogen act,PLC-beta3 inh,MBD2 inh,PLCg1 inh,ASAP1 inh,ARFGAP1 inhibitor,Tn7 DDE FP
Nc1ccccc1Nc1ccncc1[N+](=O)[O-],-2,-4,11,0.5,-1,-2,1,-4,-9,1
CCOCCCNC(=O)C(NC(=O)c1ccc(=O)[nH]c1)c1ccc(C)cc1 (configuration not stated),-4,-2,1,-0.1,3,2,2,8,9,3
CCCCOC(=O)Nc1ccc(S(=O)(=O)Nc2ncccn2)cc1,0,-3,-2,0.4,0,0,0,3,-2,5
CCOC(=O)C1CCN(C(=O)CCc2nnc3ccc(NCc4ccco4)nn23)CC1,-1,-4,8,-0.2,-9,0,-2,-4,2,-2
CCN(CC)S(=O)(=O)c1cc(NC(=O)CSc2nccn2C)ccc1C,4,1,0,-0.2,-3,-6,0,-5,17,-4
O=C(Nc1ccc(S(=O)(=O)Nc2ncccn2)cc1)C12CC3CC(CC(Cl)(C3)C1)C2,-2,-7,1,0.1,-16,3,-9,14,8,6
CCOC(=O)N1CCN(C(=O)Cn2nc(C)c3sc4ccccc4c3c2=O)CC1,-3,-12,3,-0.6,-1,1,-2,12,7,5
Cc1c(-c2cccs2)[n+](=O)c2c(n1[O-])CCCC2,8,-2,-8,-0.9,-1,6,2,7,-2,-6
CCCCCCCCN1C(=O)[C@@H](CC(=O)NCC2CCCCC2)C[C@@]2(C(=O)OC)C1=C[C@H](C(C)C)O[C@@H]2C1CC1,1,-6,-1,-0.5,6,-5,3,.,.,-2
CC(=O)N1N=C(c2ccccc2)OC1c1cccnc1 (configuration not stated),19,-3,3,0.1,-20,-3,-2,4,20,0

The results go on:
mol,UHRF1 MBD2 ctr,ADAM17 inh,Tn6 DDE FP,KLK7 zymogen act,PLC-beta3 inh,MBD2 inh,PLCg1 inh,ASAP1 inh,ARFGAP1 inhibitor,Tn7 DDE FP
COc1cc(NS(=O)(=O)c2ccc(NC(=S)NC(=O)c3ccccc3)cc2)nc(OC)n1,-3,0,3,-0.2,-4,-1,0,9,0,0
Cc1ccc(S(=O)(=O)Nc2cc(-c3ccccc3)nn2C)cc1Cl,0,0,6,-0.1,-3,0,0,3,-6,-3
CCC(=O)NCCSc1c[nH]c2ccccc12,-4,-5,-1,0.6,1,-4,1,-6,-4,-5
COC(=O)c1cnn(C(=O)c2ccccc2Br)c1N,-4,-4,8,-0.7,3,-7,1,-1,7,11
COc1ccccc1C(c1nnnn1CC1CCCO1)N1CCC(C(N)=O)CC1 (configuration not stated),-1,-6,-7,0.2,-1,-2,-3,-1,5,-5
Cn1nnc2cc(NC(=O)N3CC4(C)CC3CC(C)(C)C4)ccc21 (configuration not stated),-1,-4,5,0.0,-2,5,-1,-8,-2,12
CCc1ccc(-n2c(C)cc(/C=N/NC(=O)OC)c2C)cc1,-6,2,4,-1.0,-30,2,-30,-7,-6,0
CC1Sc2ccc(S(=O)(=O)CCC(=O)N3CCCCC3)cc2NC1=O (configuration not stated),-1,0,-9,-0.3,-15,-2,-2,2,-1,-2
CC1(C(=O)NS(=O)(=O)c2ccccc2Cl)CCN1C(=O)Cc1ccccc1Cl (configuration not stated),-2,6,4,-0.5,6,-2,12*,-3,-7,-6
CCOc1ccc(N(CC(=O)NCCSc2ccccn2)S(=O)(=O)c2ccc(Cl)cc2)cc1,1,0,8,-0.8,-6,0,-1,0,10,0

Additional structures:
mol,UHRF1 MBD2 ctr,ADAM17 inh,Tn6 DDE FP,KLK7 zymogen act,PLC-beta3 inh,MBD2 inh,PLCg1 inh,ASAP1 inh,ARFGAP1 inhibitor,Tn7 DDE FP
CCC(=O)N1CCN(c2ccccc2NC(=S)NC(=O)c2ccco2)CC1,2,-4,-4,-0.2,-8,3,-1,-5,3,3
S=c1[nH]ccn1-c1cccc(Cl)c1Cl,0,-3,-4,0.3,-4,3,3,4,-1,-3
O=c1cc2[nH]c3ccccc3c(=O)n2nc1-c1ccccc1,-1,-65,-3,-15,i,-3,i,-8,2,5
CCN(C(=O)CSc1nc(N)cc(N)n1)C1CCS(=O)(=O)C1 (configuration not stated),-1,-3,-7,-0.4,-3,-4,-1,3,4,-1
O=C(CSc1n[nH]c(=O)n1C1CC1)N1N=C(c2ccc(Cl)cc2)CC1c1ccco1 (configuration not stated),1,-2,1,0.4,-8,4,-1,9,4,11
Cc1nnc(SCC(=O)Nc2sccc2C#N)n1Cc1ccccc1,2,-6,2,-0.4,-5,5,-3,4,-1,0
CC1CN(S(=O)(=O)c2ccc(C(=O)NN3CCN(C)CC3)cc2)CC(C)O1 (configuration not stated),-2,0,-2,-1.3,8,-1,-1,5,9,-1
CCOP(=O)(c1ccc(N(C)C)cc1)C(O)c1cc(OC)c(OC)c(OC)c1 (configuration not stated),0,1,-2,0.0,-1,4,5,1,1,-6
O=C(CSc1nnc(Cc2cc(=O)[nH]c(=O)[nH]2)n1-c1ccccc1)N1CCCc2ccccc21,-2,-1,-6,-0.1,0,4,-1,5,4,-5
COc1ccc(S(=O)(=O)N(C)CC(=O)NCCCN2CCOCC2)cc1Cl,-1,-1,12,-1.0,-5,-3,-2,13,6,4

Continuation.
mol,UHRF1 MBD2 ctr,ADAM17 inh,Tn6 DDE FP,KLK7 zymogen act,PLC-beta3 inh,MBD2 inh,PLCg1 inh,ASAP1 inh,ARFGAP1 inhibitor,Tn7 DDE FP
C/C(=N\NC(=O)C1CC1)c1ccccc1Br,0,-3,4,-0.4,-7,3,2,4,2,0
Clc1cccc(CSc2nnc(-c3c[nH]c4ccccc34)o2)c1,-1,4,-11,0.6,-3,-3,3,-2,15,0
COC(=O)C1=C(C)N(CCCC(=O)O)C(=O)NC1c1ccc(OC)cc1 (configuration not stated),2,-8,-8,0.3,1,-7,-1,-4,-2,3
O=C1c2ccccc2-c2n[nH]c3cccc1c23,-3,-51,0,63*,i,-3,i,11,3,5
CCOc1ccccc1NC(=O)c1cc(-c2cc(OC)c(OC)c(OC)c2)nc2ccccc12,0,-4,-2,-10,-176,-2,-116,17,-10,8
COc1ccc2c(c1)C(=O)CC(c1ccc3c(c1)OCCO3)O2 (configuration not stated),0,-28,-8,-0.9,-192,8,-122,-1,11,6
Cc1ccccc1NC(=O)c1c(F)c(F)c(F)c(F)c1F,-1,-3,-4,0.2,3,8,-2,-4,-4,7
CC(C)(C)n1nnnc1C(c1cccc(C#N)c1)N1CCN2CCCC2C1 (configuration not stated),2,-4,-7,0.2,-2,0,-1,-5,-9,10
CC(=O)N1c2ccc(S(=O)(=O)N3CCCCC3)cc2CC1C(=O)Nc1ccc(C)cc1 (configuration not stated),-1,-2,14,0.6,-5,1,-1,-4,5,8
CCCn1c(SCC(=O)NC(C)c2ccccc2)n[nH]c1=O (configuration not stated),1,-3,5,-0.3,-5,-1,-2,-7,1,0

Another view of some results above:
Each structure is followed by: UHRF1 MBD2 ctr | ADAM17 inh | Tn6 DDE FP | KLK7 zymogen act | PLC-beta3 inh | MBD2 inh | PLCg1 inh | ASAP1 inh | ARFGAP1 inhibitor | Tn7 DDE FP
COC(=O)C1=C(C)N(CCCC(=O)O)C(=O)NC1c1ccc(OC)cc1 (configuration not stated)
→ 2 | -8 | -8 | 0.3 | 1 | -7 | -1 | -4 | -2 | 3
O=C1c2ccccc2-c2n[nH]c3cccc1c23
→ -3 | -51 | 0 | 63* | i | -3 | i | 11 | 3 | 5

Continuation:
mol,UHRF1 MBD2 ctr,ADAM17 inh,Tn6 DDE FP,KLK7 zymogen act,PLC-beta3 inh,MBD2 inh,PLCg1 inh,ASAP1 inh,ARFGAP1 inhibitor,Tn7 DDE FP
C[n+]1c(/C=C/c2ccc(O)cc2)ccc2ccccc21,-37,4,4,2.6,-20,-24,-9,1,8,6
COc1ccc(-c2cc(C(F)F)n3ncc(C(=O)N4CCN(C(=O)c5ccco5)CC4)c3n2)cc1,-1,-197,5,2.3,i,-2,i,2,5,6
NCCCC(C(=O)O)N(C(=O)OCc1ccccc1)C(=O)OCc1ccccc1 (configuration not stated),4,0,0,-0.2,-2,-1,-3,-11,-1,4
Cc1ccc(/C=N/NC(=O)c2cc(C)oc2C)cc1,-4,-4,3,0.1,-5,-3,-2,7,-8,-5
CC1CC1C(=O)OCC(=O)Nc1cccc(F)c1 (configuration not stated),1,0,-4,0.1,-7,6,-1,-7,-3,3
Cc1ccn2c(Nc3ccccc3C)c(-c3ccccn3)nc2c1,-5,-8,2,0.3,-15,-7,-7,-11,13,-1
Cc1ccc(S(=O)(=O)N(C)C)cc1N,1,-5,0,0.1,2,-1,1,8,14,3
COc1cc(CN2CC(C)CC(C)C2)cc([N+](=O)[O-])c1O (configuration not stated),-4,4,6,-0.2,0,-4,1,3,1,-3
CC(C)C[C@H](NC(=O)N1CCn2c1nc1ccccc12)C(=O)NCc1ccccc1,0,7,0,-0.6,-3,-2,5,-10,-9,-3
Nc1nnc(SCCCOc2ccc(F)cc2)s1,1,0,6,-0.2,-6,5,2,11,-7,-6

(more compounds)
mol,UHRF1 MBD2 ctr,ADAM17 inh,Tn6 DDE FP,KLK7 zymogen act,PLC-beta3 inh,MBD2 inh,PLCg1 inh,ASAP1 inh,ARFGAP1 inhibitor,Tn7 DDE FP
CCCCN1C(=O)C(=O)N(CC(=O)N2N=C3/C(=C/c4ccco4)CCCC3C2c2ccco2)C1=O (configuration not stated),-2,-2,-5,0.2,-9,-3,0,-4,-3,-3
Cc1ccc(CNC(=O)C2CCCN(c3nn4c(=O)cc(C)nc4s3)C2)cc1 (configuration not stated),-2,-1,6,-0.5,-6,-8,0,1,1,8
COc1ccc(NC(=O)Nc2ccc(C(C)C)cc2)cc1,12,-3,-12,-0.2,-4,-2,-1,4,1,0
Cc1cc(/C=C2/SC(=O)N(CC(=O)N3CCCC3)C2=O)c(C)n1C,14,0,0,0.0,-14,1,-4,4,7,-2
CC1CCN(c2oc(-c3ccccc3F)nc2C#N)CC1,1,-398,-3,-0.1,-62,-2,-50,-22,6,8
O=C(NC1CCCCC1)N1CCCC1,10,-2,8,-0.2,1,-1,2,6,2,-3
Cc1cc(=O)oc2cc(OS(C)(=O)=O)ccc12,2,-11,1,-0.1,-3,3,-4,2,8,3
Cc1c(Br)c(O)c(Br)c2sc(=O)oc12,33*,-2,-13,0.0,-10,16*,9.9*,-4,1,-3
COc1ccccc1CNS(=O)(=O)c1cc2c3c(c1)CCN3C(=O)CC2,0,-2,1,-0.2,0,-1,4,-3,10,-4
